Screens: PubChem, Sanford-Burnham Center for Chemical Genomics
MKP-3 inhibition: inhibition of rat DUSP6 enzyme activity – biochemical, in vitro, primary screen (AID 425); hit rate 0.17% among 110,000; recombinant MKP-3 phosphatase activity, fluorescence; higher % means a stronger effect; inhibition, % at 20 µM, or IC50 in µM where a hit was titrated; in the data active = inhibition above about 50%;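 note: plate controls were vehicle for no effect and reference inhibitor for full effect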
Hsp70 displacement: small molecules displacing fluorescent ligand from Hsp70 – biochemical, fluorescence polarization, primary screen (AID 583); displacement, % at 20 µM; hits with a dose series show IC50 in µM; hit rate 0.06% among 140,000; Hsp70 fluorescence polarization probe displacement, mP; higher % means a stronger effect; in the data active = displacement above about 50%;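 note: plate controls were vehicle for no effect and reference ligand for full effect; a part of the inactive calls stands beside numbers as strong as those of hits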
Active calls of the source: *; . = no result given; & = joins results of further samples. Not all compounds are listed; count on the stated rates, not on these rows.

SMILES	MKP-3 inhibition	Hsp70 displacement
CCOC(=O)c1ccccc1NC(=O)c1cncc(Br)c1	0%&-1%	0.2%&-2.2%
Cc1ccc2cc3cc(C(=O)NCc4ccco4)oc3nc2c1	-4%	-4.8%
CCOc1ccccc1C1CC(c2ccc(F)cc2)Nc2nc(N)nn21 (stereo not given)	-2%	-4.4%
C/C(=C\c1ccco1)C1Nc2cccc3cccc(c23)N1	9%	5.1%
O=C(c1ccco1)N(c1ccccn1)c1ccccn1	-6%	-1.1%
CC(C)(CO)NCC(=O)NCCNc1ccc([N+](=O)[O-])cc1Cl	4%	-2.5%
O=C(Nc1ccc(Cl)cc1Cl)C1C2C3CCC(C3)C12 (stereo not given)	2%	-8.1%
COC(=O)C1=C(C)NC2=C(C(=O)CCC2)C1c1ccsc1 (stereo not given)	-9%	-1.1%
CC1=C(C(=O)OC(C)C)C(c2cccs2)N2C(=O)C(C)SC2=N1 (stereo not given)	-11%	4.4%
Cc1ccc(Cn2nc(C)c3cc(C(=O)OCC(N)=O)sc32)cc1	.	-3.7%
O=C(NCCN1CCOCC1)c1cc(-c2ccc(Br)cc2)on1	-1%	5.4%
O=S(=O)(Nc1cccc(-c2nc3cc(Cl)ccc3o2)c1)c1ccccc1	1%	0.6%
COc1ccc2[nH]c3c(=O)n(CCCCC(=O)N4CCCC4)c(=S)[nH]c3c2c1	0%	11%
CCC(C)NC(=O)C1CCN(c2nc(C)cc(C)n2)CC1 (stereo not given)	-17%	-1.1%
COc1cc(/C=N\NC(=O)c2cccc3ccccc23)ccc1O	1%	-2.0%
COc1cccc(-c2nc(CSCC(=O)N3CCc4ccccc43)c(C)o2)c1	-12%	7.3%
CCSc1nnc(Cc2cc(=O)[nH]c(=O)[nH]2)n1-c1cccc(C)c1	2%	.
COc1ccc(C2CC(=O)C3=C(C2)Nc2ccccc2NC3c2ccc(C)c([N+](=O)[O-])c2)cc1OC (stereo not given)	6%	-5.4%
Cn1ncc(N=Cc2ccccc2)c1C(=O)Nc1cccc(Cl)c1	.	-1.2%
CC(=O)C1=C(C)NC(=O)NC1c1ccc(OC2CCCC2)cc1 (stereo not given)	-4%	-0.6%
COc1ccccc1N1CCN(C(c2cccs2)c2nnnn2C2CCCC2)CC1 (stereo not given)	-5%	2.7%
Cc1ccc(N2NC(=O)/C(=C/c3ccc(-c4ccc5c(c4)COC5=O)o3)C2=O)cc1C	7%	2.4%
COc1ccc(OC)c(NC(=O)C2CCN(S(C)(=O)=O)CC2)c1	-12%	2.2%
O=C(Nc1cccc(Cl)c1)C1CC(=O)N(c2ccc(Br)cc2)C1 (stereo not given)	2%	0.9%
O=C1C(Cl)=C(N2CCN(c3ccccc3)CC2)C(=O)N1c1ccc(Br)cc1	1%	3.2%
COc1ccc(OC)c(-n2c(-c3ccc(C)cc3)n[nH]c2=S)c1	.	3.2%
CCC(C)c1c(O)nc(SCC(=O)Nc2ccccc2)[nH]c1=O (stereo not given)	.	-8.3%
CC(C)CCN1CC(O)=C(c2nc3ccccc3[nH]2)C1=N	.	3.2%
Cc1cccc(-c2noc(-c3ccc(C)c([N+](=O)[O-])c3)n2)c1	1%	-5.2%
O=C1c2ccccc2NC(c2ccc3c(c2)OCO3)N1Cc1ccco1 (stereo not given)	4%	-3.2%
COc1cc(/C=C2\C(=O)N(c3ccc(S(N)(=O)=O)cc3)N=C2C)cc(Br)c1O	-4%	-8.8%
COc1cccc2c(=O)c(CCC(=O)O)c(C)[nH]c12	0%	2.2%
O=C(/C=C/c1ccc2c(c1)OCO2)Nc1ccc(F)cc1	2%	-4.9%
O=C(/C(=N\O)n1cncn1)c1ccc(Br)cc1Br	-3%&0%	-7.3%&-6.1%
CCCCOC(=O)Nc1nc(C)c(C(=O)OCC)s1	-7%	6.4%
CC(/C(O)=C(\C#N)c1nc2ccccc2n1C)N1C(=O)c2ccccc2C1=O (stereo not given)	-2%	1.2%
CCOC(=O)c1nnn(CC(=O)Nc2ccccc2OC)c1C(=O)OCC	2%	.
CCc1ccc(-c2nc3cc(NC(=O)COc4ccccc4[N+](=O)[O-])ccc3o2)cc1	-1%	4.7%
COc1ccc(NC(=O)C2CCN(S(=O)(=O)c3c(C)noc3C)CC2)cc1Cl	.	-1.1%
Cc1ccc(C)n1CCN1CCN(C(=O)c2ccco2)CC1	6%	2.8%
CCCc1nc2ccccc2c(=O)n1-c1c(C)n(C)n(-c2ccccc2)c1=O	-10%	0.0%
Cc1cc(C)cc(-n2c3nc4ccccc4nc3c3c(=O)n(Cc4ccco4)cnc32)c1	7%	22%
Cc1c(NC(=S)NC(=O)c2ccco2)cccc1-c1nc2ncccc2o1	2%	-4.4%
Cc1cc(S(=O)(=O)Nc2cccnc2)c(C)s1	-5%	-1.8%
CCSc1nnc(NC(=O)c2cccc(OCc3c(C)noc3C)c2)s1	-3%	-1.7%
COc1ccc(S(=O)(=O)NC2CC(C)(C)NC(C)(C)C2)c(C)c1C	-3%	3.0%
COc1cc(/C=N/NC(=O)c2ccncc2)ccc1OC(=O)c1cccs1	0%	-1.1%
Cc1oc(-c2ccccc2F)nc1CS(=O)(=O)CC(=O)NCCCc1ccccc1	-3%	1.8%
COc1cccc(C2C(C(=O)NCc3ccccc3)=C(C)Nc3ncnn32)c1 (stereo not given)	-13%	-6.3%
Clc1cccc(Cl)c1OCCN1CCCC1	-1%	-0.6%
O=C(/C=C/c1cccc(C(F)(F)F)c1)Nc1cccc([N+](=O)[O-])c1	-4%	-0.5%
CSc1cc(-c2ccccc2)n(Cc2ccccc2Cl)c(=O)c1C#N	.	5.5%
CC(=O)N1CCN(c2cccc(C)c2C)CC1	-4%	-0.3%
COC(=O)C1=CN(C)C=C(C(=O)OC)C1c1ccccc1Cl	-8%	1.3%
CN(C)c1ccnc(SCc2ccccc2Cl)c1C#N	-2%	3.3%
Cc1oc(-c2ccccc2F)nc1CS(=O)CC(=O)NCc1cccs1 (stereo not given)	5%	-5.9%
C/C(=N\N=C1\NC(=O)C(CC(=O)Nc2ccc(C)c(Cl)c2)S1)c1ccc([N+](=O)[O-])cc1 (stereo not given)	-1%	-1.5%
Cc1nc2ccccc2n1S(=O)(=O)c1ccc2ccccc2c1	-1%	0.3%
CC(C)Nc1nc(NC(C)C)nc(NS(=O)(=O)c2ccc(N)cc2)n1	.	-0.6%
Cc1ccc(NC(=O)CCC2CCCC2)nc1	5%	-2.0%
Other records
SMILES	MKP-3 inhibition	Hsp70 displacement
CC(C)(C)n1nnnc1C(c1cccs1)N1CCN(Cc2ccc3c(c2)OCO3)CC1 (stereo not given)	.	-4.3%
Cc1onc(-c2c(F)cccc2Cl)c1C(=O)NCc1cccs1	-8%	4.8%
CCOc1ccc(NC(=O)CC(C)=O)cc1	3%	-1.4%
CN(C(=O)COc1ccc(F)cc1)C1CCS(=O)(=O)C1 (stereo not given)	1%	-4.6%
O=C(O)CN1C(=O)/C(=N/N2C(=O)CSC2=S)c2ccccc21	4%	3.7%
Cc1nc2ccc3nc(NC(=O)c4ccc5c(c4)OCCO5)sc3c2s1	12%	-24%
Cc1ccc2nc(Nc3ccccc3)c(/C=N/O)c(=O)n2c1	0%	1.6%&4.8%
O=C(O)c1ccc(CSc2nnc(-c3ccco3)o2)cc1	5%	-1.0%
c1cn(CC2(Cn3ccnc3)COC2)cn1	-5%	3.6%
O=C(CSCC(=O)Nc1ccc2ccccc2c1)NCc1ccccc1	-2%	-2.8%
N#C/C(=C/C=C/c1ccco1)C(=O)Nc1cccc(Br)c1	7%	3.6%
CCOc1ccc(NC(=O)C2=C(C)NC(=S)NC2c2ccc(Br)cc2)cc1 (stereo not given)	4%	3.5%
C=C(Cl)COC(=O)C1C2C=CC(C2)C1C(=O)O (stereo not given)	.	0.8%
O=C(Cn1nnc2c(cnn2-c2ccc(F)cc2)c1=O)OC1CCCCC1	1%	-3.3%
CCCCOc1ccccc1NC(=O)CC1SC(=NCC)N(CC)C1=O (stereo not given)	-16%	0.6%

Ordered by formula weight (smallest number first): some entries from above.
SMILES	MKP-3 inhibition	Hsp70 displacement
c1cn(CC2(Cn3ccnc3)COC2)cn1	-5%	3.6%
CCOc1ccc(NC(=O)CC(C)=O)cc1	3%	-1.4%
Cc1ccc(NC(=O)CCC2CCCC2)nc1	5%	-2.0%
C=C(Cl)COC(=O)C1C2C=CC(C2)C1C(=O)O (stereo not given)	.	0.8%
Cc1ccc2nc(Nc3ccccc3)c(/C=N/O)c(=O)n2c1	0%	1.6%&4.8%
CN(C(=O)COc1ccc(F)cc1)C1CCS(=O)(=O)C1 (stereo not given)	1%	-4.6%
O=C(O)c1ccc(CSc2nnc(-c3ccco3)o2)cc1	5%	-1.0%
O=C(O)CN1C(=O)/C(=N/N2C(=O)CSC2=S)c2ccccc21	4%	3.7%
N#C/C(=C/C=C/c1ccco1)C(=O)Nc1cccc(Br)c1	7%	3.6%
Cc1onc(-c2c(F)cccc2Cl)c1C(=O)NCc1cccs1	-8%	4.8%
O=C(CSCC(=O)Nc1ccc2ccccc2c1)NCc1ccccc1	-2%	-2.8%
CC(C)Nc1nc(NC(C)C)nc(NS(=O)(=O)c2ccc(N)cc2)n1	.	-0.6%
O=C(Cn1nnc2c(cnn2-c2ccc(F)cc2)c1=O)OC1CCCCC1	1%	-3.3%
CCCCOc1ccccc1NC(=O)CC1SC(=NCC)N(CC)C1=O (stereo not given)	-16%	0.6%
Cc1nc2ccc3nc(NC(=O)c4ccc5c(c4)OCCO5)sc3c2s1	12%	-24%
CC(C)(C)n1nnnc1C(c1cccs1)N1CCN(Cc2ccc3c(c2)OCO3)CC1 (stereo not given)	.	-4.3%
C/C(=N\N=C1\NC(=O)C(CC(=O)Nc2ccc(C)c(Cl)c2)S1)c1ccc([N+](=O)[O-])cc1 (stereo not given)	-1%	-1.5%

The list goes on:
SMILES	MKP-3 inhibition	Hsp70 displacement
CCOC(=O)c1[nH]c2ccccc2c1NC(=O)CN1CCCCC1	-2%	-0.8%
CCCCCCCc1ccc(-c2ccc(O)cc2)nc1	1%	2.9%
O=C(Nc1cc(C(F)(F)F)ccc1F)C1CCCC1	.	-1.0%
C=CCn1c(=N)n(CC(O)c2ccco2)c2ccccc21 (stereo not given)	-12%	1.3%
CCC1(C)CC(CC(=O)O)(c2ccc(OC)cc2)CCO1 (stereo not given)	6%	-6.9%
CCOc1ccccc1C(=O)Nc1cccc(-c2nnc(-c3ccccc3)o2)c1	.	2.3%
CC(C)[C@@H](C(=O)NCC1CCC(C(=O)O)CC1)n1nnc2ccccc2c1=O (stereo not given in full)	-7%	-3.8%
NC(=O)c1ccc(NS(=O)(=O)c2ccc(F)cc2)cc1	0%	3.7%
CCCc1cc(=O)n2[nH]c(-c3ccc(F)cc3)cc2n1	-3%	-2.2%
COc1ccc(-n2nc(C(=O)NCc3ccco3)c3c4ccccc4n(C)c3c2=O)cc1Cl	-1%	-2.6%
CCn1c(SCC(=O)Nc2nc3ccc(C)cc3s2)nc2c(c1=O)SC(C)C2 (stereo not given)	-6%	0.8%
Cn1ncc(Br)c1C(=O)Nc1ccc(Cl)cn1	-1%	-0.5%
COCCNC(=O)COC(=O)/C=C/c1cnc2ccccc2n1	.	2.3%
N#CCCC12CCCCC1=Nc1ccccc12 (stereo not given)	-12%	5.8%
O=C1C(=O)N(c2cccnc2)C(c2ccc(Cl)cc2)/C1=C(\O)c1ccc(Cl)cc1 (stereo not given)	4%	6.6%

Look-ups from the entries so far.
CCOc1ccccc1C(=O)Nc1cccc(-c2nnc(-c3ccccc3)o2)c1 | Hsp70 displacement = 2.3%
COc1ccc(-n2nc(C(=O)NCc3ccco3)c3c4ccccc4n(C)c3c2=O)cc1Cl | Hsp70 displacement = -2.6%

Carrying on:
SMILES	MKP-3 inhibition	Hsp70 displacement
CC(=O)c1c(C)n(C)c2ccc(OC(=O)c3ccco3)cc12	.	2.8%
O=[N+]([O-])c1ccccc1C=NCCC12CC3CC(CC(C3)C1)C2	0%	0.4%
CCSCCOC(=O)C1=C(C)NC2=C(C(=O)CC(C)(C)C2)C1c1cccc2ccccc12 (stereo not given)	4%	-4.1%
CCC(=O)N1c2ccccc2NC2=C(C(=O)CC(c3ccccc3)C2)C1c1cccnc1 (stereo not given)	4%	-2.6%
CCOC(=O)c1ccc(OCC(=O)c2ccc(O)cc2O)cc1	-4%	1.6%
O=C(CSc1nnc(-c2ccc(F)cc2)o1)N1CCN(C(=O)c2ccco2)CC1	1%	1.7%
O=C(CCC1CCCC1)Nc1cccc(F)c1	0%	1.3%
C=CCn1c(SCC(=O)Nc2ccccc2OC)nc(O)c(Cc2ccccc2)c1=O	-1%	0.8%
Cn1cnnc1Sc1nc2ccccc2nc1NS(=O)(=O)c1ccccc1	4%	14%
C=CCNC(=S)N/N=C/c1cccc([N+](=O)[O-])c1	1%	-0.3%
S=C(NCC1CCCO1)Nc1ccc(Cl)cc1Cl (stereo not given)	-5%	7.1%
COC(=O)C1=C(CSc2nccn2C)NC(=O)NC1c1cc(C)ccc1C (stereo not given)	.	-1.0%
CCCCOC(=O)c1ccc(NC(=O)COc2ccc([N+](=O)[O-])cc2)cc1	-1%	3.6%
CCOC(=O)C(=O)/C(C#N)=C/Nc1ccc(Cl)cc1	.	4.7%
CCN(CC)C(=O)c1cnn(-c2ccccc2)c1NC(=O)c1ccccc1F	.	2.5%
O=C1CCCC(O)=C1C(C1=C(O)CCCC1=O)c1ccc(Cl)cc1	3%	3.3%
CC1(C)OC(=O)C(=CNCC(=O)NCC(=O)O)C(=O)O1	-2%	-4.7%
Cc1cccc2sc(NC(=O)CCNS(=O)(=O)c3cccc4nonc34)nc12	4%	-0.3%
COC(=O)c1ccc(NC(=O)c2ccc(Cl)cc2)cc1	0%	4.6%
COc1ccccc1NC(=O)c1ccc(N2C(=O)c3ccc([N+](=O)[O-])cc3C2=O)cc1	0%	-1.8%
